Screening results (PubChem BioAssay)
N370S GC: qHTS Assay for Inhibitors and Activators of N370S glucocerebrosidase as a Potential Chaperone Treatment of Gaucher Disease. AID 2101, 2009. N370S GC spleen homogenate, 4MU-glucoside fluorescence. Potency, µM (doses to about 59.4 µM), without a hit: at the highest dose activity change, negative = inhibition, hits mostly inhibitors. hit rate 0.092% among 330,000;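 also: 0% = full enzyme activity and -100% = no enzyme basal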
FEN1 inhibitor: qHTS Assay for the Inhibitors of Human Flap endonuclease 1 (FEN1). P39748. Recombinant FEN1 flap cleavage, fluorescence, 15 min. Potency, µM (top dose mostly 114 µM), inactives show at the highest dose activity change, negative = inhibition, usual class: inhibitors. hit rate 0.35% among 390,000. AID 588795, 2011; also: nearly all actives have a fitted effect of over 65% in size
Target sequence (P39748 whole entry, looked up): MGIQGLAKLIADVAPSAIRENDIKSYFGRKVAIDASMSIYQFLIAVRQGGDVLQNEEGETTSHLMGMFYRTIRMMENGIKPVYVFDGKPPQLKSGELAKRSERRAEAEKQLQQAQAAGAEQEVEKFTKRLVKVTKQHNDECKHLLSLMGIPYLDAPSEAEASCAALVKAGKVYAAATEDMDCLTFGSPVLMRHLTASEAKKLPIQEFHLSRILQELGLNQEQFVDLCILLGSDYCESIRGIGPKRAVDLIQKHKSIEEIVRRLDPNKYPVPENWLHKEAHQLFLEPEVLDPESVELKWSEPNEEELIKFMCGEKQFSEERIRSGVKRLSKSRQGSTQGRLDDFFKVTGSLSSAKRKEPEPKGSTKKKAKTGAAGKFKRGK
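Recombinant FEN1 (10 nM) was preincubated with pin-transferred compounds for 15 min at room temperature, then flap DNA substrate (50 nM final) was added. Plates were read at 0 and 15 min, and normalized concentration–response data were fitted to a four-parameter Hill equation.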
TDP1 inh: qHTS Assay for Inhibitors of Tyrosyl-DNA Phosphodiesterase (TDP1) | Tyrosyl-DNA phosphodiesterase 1 (Homo sapiens), Q9NUW8 | recombinant TDP1, AlphaScreen DNA substrate cleavage | Potency, µM (titrated, usually from 130 µM), without a hit: at the top dose activity change, negative = inhibition, usual class: inhibitors | hit rate 0.28% among 350,000 | AID 485290, 2010; also: nearly all actives have a fitted effect of over 40% in size
Target sequence (Q9NUW8 whole entry, looked up): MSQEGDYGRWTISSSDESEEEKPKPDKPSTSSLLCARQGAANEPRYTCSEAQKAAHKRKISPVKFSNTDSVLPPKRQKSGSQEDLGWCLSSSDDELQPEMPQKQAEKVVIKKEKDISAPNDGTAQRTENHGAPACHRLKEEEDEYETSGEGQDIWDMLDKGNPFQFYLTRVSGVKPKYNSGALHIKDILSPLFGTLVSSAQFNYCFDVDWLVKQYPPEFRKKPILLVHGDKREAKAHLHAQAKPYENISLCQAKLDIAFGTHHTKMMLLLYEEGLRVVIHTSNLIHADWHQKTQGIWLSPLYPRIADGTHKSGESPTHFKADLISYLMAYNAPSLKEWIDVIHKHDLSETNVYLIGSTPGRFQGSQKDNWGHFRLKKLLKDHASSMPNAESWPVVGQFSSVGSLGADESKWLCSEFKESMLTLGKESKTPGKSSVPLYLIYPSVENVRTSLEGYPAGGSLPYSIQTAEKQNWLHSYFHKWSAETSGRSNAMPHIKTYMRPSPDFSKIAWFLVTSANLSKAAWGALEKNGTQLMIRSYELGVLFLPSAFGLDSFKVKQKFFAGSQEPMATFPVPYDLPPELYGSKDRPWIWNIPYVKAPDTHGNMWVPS
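Signal: AlphaScreen proximity between streptavidin donor and anti-FITC acceptor beads on intact substrate. Reaction: Tdp1 1 nM, substrate 15 nM final, 5 min RT after 15 min compound preincubation.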
Numbers without * were called inactive; u = inconclusive; x = not tested or not shown; & = joins results of further samples; [ ] = remark or other dose. Calls follow the shape of the dose curve; as a rule, active = well fitted curve in the direction sought with a large enough effect; inconclusive = small, poorly fitted or top-dose-only effect, or another doubt; inactive = no such curve, though single readings can be large; an effect the other way counts as inactive or inconclusive. Unless noted, % is scaled to controls: 0 for no effect and ±100 for the full control effect; potency is read from the fitted curve at half-maximal effect. Rows are unselected; 0.57% or so of the library scored in one or more.

canonical_smiles | FEN1 inhibitor | TDP1 inh | N370S GC
CC1CCCN(C(C(=O)Nc2ccc3c(c2)OCCO3)c2ccccc2)C1 (stereo not drawn) | 2.0% | 3.8% | -9.9%
Cc1cccc(CSc2cn(CC(=O)N3CCOCC3)c3ccccc23)c1 | u | 0.0%&5.3% | -18.2%
Cc1ccc(NC(=S)Nc2ccc(C(C)C)cc2)cc1S(=O)(=O)N1CCCCCC1 | -10.6% | 0.6% | 8.3%
CCN(CC)CC(=O)NC1CC(C)(C)Cc2c1cnn2-c1ccc(F)cc1 (stereo not drawn) | -4.6% | x | -2.5%
CC(=O)NCCNC(=O)c1ccc(Sc2ccccc2)c([N+](=O)[O-])c1 | -6.3% | 2.6% | 5.0%
CCOC(=O)C1=C(CC)NC2=C(C(=O)CCC2)C1c1ccc(OC)c(OC)c1 (stereo not drawn) | -9.7% | 0.0% | -2.3%
CC(NCC(=O)Nc1cc(S(=O)(=O)N2CCOCC2)ccc1N1CCOCC1)c1ccco1 (stereo not drawn) | -5.3% | 3.1% | x
CC(C)CNS(=O)(=O)c1ccc(CCC(=O)NCCc2ccccc2)cc1 | 27.2% | 5.3% | -9.1%
COc1ccccc1CNc1nc2nc(C)c(Cl)c(=O)n2[nH]1 | -2.6% | -2.8% | -0.1%
COc1ccccc1C1Nc2cccc3cccc(c23)N1 | -14.7% | 11.7% | -6.4%

(listing goes on)
canonical_smiles | FEN1 inhibitor | TDP1 inh | N370S GC
Nc1ccn(Cc2ccccc2F)n1 | -7.9% | 7.9% | u
NC(=O)c1ccsc1NC(=O)COC(=O)/C=C/c1ccccc1[N+](=O)[O-] | -0.8% | -7.2% | x
COc1cc(C(=O)Nc2nc(-c3ccc(F)cc3)cs2)ccc1OCC(=O)N1CCOCC1 | 16.6% | 0.0% | 3.8%
CSCCC(=O)N1C(C)CCCC1C(=O)O (stereo not drawn) | 6.8% | -1.0% | -0.8%
O=C(COC(=O)c1ccccc1C(=O)c1ccc(Cl)c([N+](=O)[O-])c1)NC1CC1 | -2.8% | 5.1% | 3.2%
CC1CCCC(N2CCN(S(=O)(=O)c3ccccc3)CC2)C1 (stereo not drawn) | -1.0% | 0.0%[0.0935 µM] | -4.5%
Cc1ccc(C(=O)N2CCN(Cc3ccc4c(c3)OCO4)CC2)cc1S(=O)(=O)N1CCOCC1 | -17.8% | 1.2% | -1.4%
O=C(Cn1nc2c(cc1=O)CCCC2)NCc1ccccc1 | -3.6% | -2.2% | x
CC(Sc1nnc(Nc2ccccc2F)s1)C(=O)NC1CC1 (stereo not drawn) | -4.9% | 0.6% | x
Cc1cc(C)c2c(=O)n(CC(=O)NCCCN3CCN(c4ccccc4F)CC3)sc2n1 | u | 14.1% | 13.3%

Following part.
canonical_smiles | FEN1 inhibitor | TDP1 inh | N370S GC
O=C(Nc1nccs1)C1CCCCN1S(=O)(=O)c1ccccc1 (stereo not drawn) | 13.0% | 1.2% | 5.8%
COc1ccc(CNC(=O)COC(=O)c2sccc2C)cc1OC | 15.3% | 1.0% | x
CCN1CCc2nc(NC(=O)c3ccc4c(c3)OCCO4)sc2C1 | -17.6% | 3.9% | -8.1%
COc1ccc(CN2C(=O)N(c3ccccc3)C(=O)C2c2ccccc2)cc1COc1ccc(NC(C)=O)cc1 (stereo not drawn) | -14.8% | 0.0% | x
Cc1ccc(C2=NN3C(=O)c4ccccc4C3C2)cc1 (stereo not drawn) | -0.6% | 0.0% | 5.5%
NC(=O)c1oc2ccccc2c1NC(=O)Cc1ccccc1 | 14.9% | x | -8.0%
COc1cc(C(=O)Nc2ccc(Br)cc2C(=O)c2cc(OC)c(OC)c(OC)c2)cc(OC)c1OC | -12.0% | 2.1% | 1.7%
COc1ccc(Cl)cc1NC(=O)COC(=O)C(CC(C)C)N1C(=O)C2CC=CCC2C1=O (stereo not drawn) | -8.1% | 0.0% | 9.1%
CCn1c(SCc2ccccc2)nnc1-c1cccnc1 | -2.4% | -5.6% | 7.0%
COc1ccc2c(Cl)c(C(=O)N/N=C/c3ccc4c(c3)OCO4)sc2c1 | -9.1% | 2.0% | 1.8%

Following part
canonical_smiles | FEN1 inhibitor | TDP1 inh | N370S GC
Cn1c(N)c(C(=O)COC(=O)c2cc(-c3ccccc3)nc3ccccc23)c(=O)n(Cc2ccccc2)c1=O | -13.0% | 8.1%&5.3% | 6.4%&5.2%
NC[C@@H](O)c1ccc(O)c(O)c1 | x | u | -8.2%&-9.5%
COc1ccc(-c2[nH]ncc2C(=O)NCc2cccc(Cl)c2)cc1 | -1.2% | -1.0% | x
O=C1Nc2ccccc2/C1=C\c1cccn1-c1ccc(OC(F)(F)F)cc1 | 13.3% | 9.5% | 8.5%
COc1cccc(C(=O)Nc2cc(C(F)(F)F)ccc2Cl)c1 | -1.2% | -7.5% | 13.8%
Cc1cccc(NC(=O)NC2CC3CCC(C2)N3Cc2ccco2)c1 (stereo not drawn) | -18.7% | -4.7% | 3.0%
Cc1cccc(NS(=O)(=O)c2cc3c4c(c2)CCN4C(=O)CC3)c1C | -7.8% | -8.5% | -1.8%
O=c1oc2ccccc2cc1-c1csc(Cc2nc(-c3ccc(Cl)cc3)cs2)n1 | -0.6% | 2.8% | 0.0%
CCN1C(=O)N(c2ccc(C(C)=O)cc2)S(=O)(=O)c2ccccc21 | -10.8%&17.2% | -2.5% | -11.3%
Cc1ccc(CSc2ncnc3ccccc23)cc1 | 0.5% | -5.1% | 2.1%

Next section
canonical_smiles | FEN1 inhibitor | TDP1 inh | N370S GC
CCOC(=O)C1(Cc2ccccc2C(F)(F)F)CCN(C(=O)c2cc(C)n(C)n2)CC1 | 7.8% | -1.2% | -2.6%
COc1cccc(-c2cc(C(=O)Nc3nc4ccccc4s3)c3ccccc3n2)c1 | 3.5% | 0.0% | u
Cc1c2cnn(CC(=O)NCc3ccc(Cl)cc3)c(=O)c2c(C)n1Cc1ccc(F)cc1 | 16.1% | -5.1% | x
O=C(Nc1ccccc1-c1nnc(SCc2ccccc2)o1)c1ccccc1 | -11.7% | -2.0% | -2.1%
O=C(NCc1ccco1)c1ccc2c(c1)CCO2 | 0.5% | -2.7% | 9.5%
CC1CCCN(CCCNS(=O)(=O)c2cc(Br)cc3c2N(C(=O)C2CC2)CC3)C1 (stereo not drawn) | 31.5% | 13.9% | -3.7%
CCN(Cc1ccccc1)S(=O)(=O)c1ccc2oc(C(=O)O)c(C)c2c1 | -10.1% | 3.2% | -2.6%
CNC(=O)COC(=O)c1cc2c(s1)CCCC2 | 0.4% | 8.1% | -0.9%
Cc1nc2c3cc(F)ccc3n(CCN3CCCCC3)c2s1 | -28.4% | -5.4% | -27.6%
CC(C)CN1C(=O)c2ccc(C(=O)Nc3ccncc3)cc2C1=O | -3.9% | 5.1% | -9.6%

Next part
canonical_smiles | FEN1 inhibitor | TDP1 inh | N370S GC
CCOc1cccc(CNCCCSc2nnnn2C)c1 | -5.5% | -2.6% | x
CCN1CCN(CCCNC(=O)c2cnn(-c3ccccc3Cl)c2C2CCN(C(=O)OC(C)(C)C)CC2)CC1 | 19.6% | 2.1% | x
Cc1cccc(-n2cnc(C(=O)Nc3cccnc3)c2)n1 | 3.9% | 2.9% | -5.0%
COc1ccccc1/C=C/C(=O)OCc1nc2ccccc2c(=O)[nH]1 | -1.7% | -2.6% | 28.0%
COc1cc(-c2nnc3n(CCc4ccccc4)c(=O)c4ccccc4n23)cc(OC)c1OC | -7.5% | 3.4% | 9.4%
CCOC(=O)NC(Nc1nc2ccccc2s1)(C(=O)OCC)C(F)(F)F (stereo not drawn) | 2.8% | -3.8% | 8.1%
O=C1C2CCCCN2C(=O)N1CCCCN1CCN(c2ccc([N+](=O)[O-])cc2)CC1 (stereo not drawn) | 6.4% | 3.2% | -5.8%
CCN1CCN(c2ncc3c(n2)CC(c2ccc(OC)c(OC)c2)CC3=O)CC1 (stereo not drawn) | 0.6% | 3.0% | 2.4%[2.35 µM]
CCS(=O)(=O)N1Cc2ccccc2CC1C(=O)Nc1nc2ccccc2[nH]1 (stereo not drawn) | -20.7% | 2.1% | 16.3%
CC(=O)N1CCCC1c1nc2ccccc2n1Cc1ccccc1F (stereo not drawn) | -11.4% | 11.4% | x

Additional records.
canonical_smiles | FEN1 inhibitor | TDP1 inh | N370S GC
Cc1ccc(S(=O)(=O)CCC(=O)OC(C)C(=O)N2CCc3ccccc32)cc1 (stereo not drawn) | -9.2% | x | -7.3%
CCc1cccc(NC(=O)Cn2c(=O)n(-c3ccccc3C)c(=O)c3c2c2cc(C)ccc2n3C)c1 | -3.3% | -8.5% | x
C#CCOCCOCCOCCNc1nc(N2CCN(C(=O)[C@H](CCC(=O)O)n3cc([C@@H](N)CCCCN)nn3)CC2)nc(N2CCN(C(=O)[C@H](CCCCN)n3cc([C@@H](N)CC(N)=O)nn3)CC2)n1 | 4.5% | 1.0% | x
CC1C(=O)C(C)C(c2ccc(O)cc2)NC1c1ccc(O)cc1 (stereo not drawn) | 2.9% | x | -20.2%
O=C(O)Cc1cn(Cc2cccc(Cl)c2)c2ccccc12 | 16.6% | -2.9% | -0.6%
Cc1cc(N(CCO)CCO)nc(-n2nc(C)cc2C)n1 | -9.5% | -3.8% | 11.8%
COc1ccc2c(Cl)c(C(=O)NCCCn3ccnc3)sc2c1Cl | -4.5% | -10.3% | 16.0%
CC(C)(C)OC(=O)[C@H](Cc1ccccc1)NC(=O)c1nc[nH]c1C(=O)N1CCc2ccccc2C1 | u | x | 15.1%
CCOCC(=O)Nc1c(C(=O)OCC)oc2ccccc12 | 2.4% | 2.1% | 5.7%
CCOC(=O)C1CCCN(C(=O)c2cc(S(=O)(=O)Nc3ccccc3OC)ccc2C)C1 (stereo not drawn) | 2.7% | 2.4% | -2.3%

Following part.
canonical_smiles | FEN1 inhibitor | TDP1 inh | N370S GC
CCOC(=O)N1CC=C2C(C#N)=C(N)C(C#N)(C#N)[C@H](c3ccc(OCC)c(OCC)c3)[C@H]2C1 | -3.8% | 7.1% | 0.5%
Cc1cccc(NC(=O)N2CCN(Cc3ccc4c(c3)OCO4)CC2)c1C | -0.9% | 4.3% | -24.0%
COc1ccc(OC)c(C2C(C#N)=C(N)N(N(C)C)C3=C2C(=O)CCC3)c1 (stereo not drawn) | -0.8% | x | -5.4%
Cc1cccc(OCC(=O)O/N=C(\N)Cc2ccc([N+](=O)[O-])cc2)c1 | -0.5% | 0.0% | -16.0%
O=C(CSC1=NS(=O)(=O)c2cc(Cl)ccc2N1)c1ccc(Cl)cc1 | -0.4% | -2.5% | -10.3%
COc1cc(OC)cc(-c2nc3nc(C)c(CCC(=O)Nc4cc(C)cc(C)c4)c(C)n3n2)c1 | 4.7% | 5.8% | x
Cc1ccnc(NC(=O)c2ccc3c(c2)C(=O)N(CC2CCCO2)C3=O)c1 (stereo not drawn) | -5.5% | 0.0% | 6.3%
Cc1cc(=O)n2nc(N3CCCC3C(=O)Nc3ccccc3C)sc2n1 (stereo not drawn) | 3.4% | x | 2.9%
CC1CCN(C(=O)CCc2nnc(-c3ccccc3)o2)CC1 | 3.7% | 3.0% | -12.8%
CN(C(=O)/C=C/c1cnc2ccccc2c1)C1CCCCC1 | -13.9% | 4.8% | 23.3%

Given with values under each structure: 5 of the compounds above.
Every second line gives: FEN1 inhibitor | TDP1 inh | N370S GC
- CCOC(=O)C1(Cc2ccccc2C(F)(F)F)CCN(C(=O)c2cc(C)n(C)n2)CC1
    7.8% | -1.2% | -2.6%
- COc1cccc(-c2cc(C(=O)Nc3nc4ccccc4s3)c3ccccc3n2)c1
    3.5% | 0.0% | u
- Cc1c2cnn(CC(=O)NCc3ccc(Cl)cc3)c(=O)c2c(C)n1Cc1ccc(F)cc1
    16.1% | -5.1% | x
- O=C(Nc1ccccc1-c1nnc(SCc2ccccc2)o1)c1ccccc1
    -11.7% | -2.0% | -2.1%
- O=C(NCc1ccco1)c1ccc2c(c1)CCO2
    0.5% | -2.7% | 9.5%

(next part)
canonical_smiles | FEN1 inhibitor | TDP1 inh | N370S GC
Cc1csc(NC(=O)c2cnc3ccccc3n2)n1 | -21.9% | 1.8% | 6.8%
CC(=O)N1CCN(c2csc3ccc(Br)cc3c2=O)CC1 | -0.2% | -4.1% | x
CCOC(=O)c1c(C)nc2sc3c(=O)[nH]cnc3c2c1-c1ccc(OC)cc1 | -3.5% | 5.1% | 6.4%
N=C1/C(=C\c2ccc(OC(=O)c3ccc(F)cc3)cc2)C(=O)N=C2SC(N3CCCC3)=NN12 | 9.5% | x | -1.6%
COc1cc(/C=C2\SC(=O)N(c3ccc(Cl)cc3)C2=O)cc([N+](=O)[O-])c1O | u | -10.1% | 2.9%
O=C(CCCn1c(=O)c2cccn2c2ccccc21)Nc1cccc(Cl)c1 | 1.8% | 5.2% | x
CC(=O)c1ccccc1OCCn1nnc(-c2ccc(C)cc2)n1 | -18.3% | 0.0% | 12.4%
COc1cc(/C=C/C(=O)NC(C)C)ccc1OCc1ccccc1 | -0.7% | -2.7% | 1.3%
O=[N+]([O-])c1cc(S(=O)(=O)N2CCCCCC2)ccc1Cl | -11.7% | -5.1% | -18.1%
